# GRP78 ERSR act: inducers of ER stress response in human glioma cells; U87-MG GRP78 promoter luciferase reporter, 16 h; Potency, µM, without a hit: top-dose activation, hits mostly activators; 420,000 tested, 0.02% active; AID 602332; note: potency is the fitted concentration of half-maximal effect; series mostly up to about 76 µM; % of control where 0% means no effect; nearly all actives have a fitted effect of over 35% in size
#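 Stably transfected U87-MG glioma cells carrying a GRP78-based luciferase sensor; 16 h compound incubation. Luminescence end-point read 10 min after Bright-Glo addition at room temperature.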
# D1 agonist: human D1 receptor agonism; HEK293 T-REx D1 cells, calcium flux, agonist mode; activation, % at 2 µM; 360,000 tested, 1% active; AID 504660; in the data active = activation above about 30%; note: 0% is about no effect
# Target sequence (P21728 whole entry, looked up): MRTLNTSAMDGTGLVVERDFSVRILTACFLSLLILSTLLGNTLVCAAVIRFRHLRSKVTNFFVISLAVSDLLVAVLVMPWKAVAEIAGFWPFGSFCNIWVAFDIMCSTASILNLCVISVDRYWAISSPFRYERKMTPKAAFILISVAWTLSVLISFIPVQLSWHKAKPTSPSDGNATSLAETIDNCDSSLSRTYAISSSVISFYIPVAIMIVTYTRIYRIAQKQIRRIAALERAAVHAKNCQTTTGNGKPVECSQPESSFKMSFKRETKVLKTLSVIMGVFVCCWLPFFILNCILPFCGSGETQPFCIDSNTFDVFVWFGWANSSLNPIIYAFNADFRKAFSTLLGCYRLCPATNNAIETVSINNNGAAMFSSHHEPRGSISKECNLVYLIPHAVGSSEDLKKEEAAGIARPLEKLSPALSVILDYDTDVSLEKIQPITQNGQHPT
#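 Tetracycline-induced HEK293 TREx D1 cells, force-coupled to calcium signalling, were dye-loaded with a no-wash calcium kit. Compound was pin-added after a 10 s baseline. Fluorescence was read kinetically at 1 cycle/s for 180 s, with calcium rises flagged as agonism.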
# Vif-APOBEC3F blk: inhibitors of Vif-A3F interaction | AID 602313 | 390,000 tested, 0.2% active | Potency, µM (series often up to 46.1 µM), for the others: at the highest dose activity, negative = active | HeLa A3F-eYFP + Vif (tagged APOBEC3F with the HIV-1 protein that degrades it), YFP fluorescence increase; note: potency is the fitted concentration of half-maximal effect; % of control where 0% means no effect; nearly all actives have a fitted effect of over 65% in size
#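 HeLa cells stably expressing Vif plus C-terminally eYFP-tagged A3F were seeded, incubated overnight at 37 deg C, dosed with compound, incubated overnight again at 37 deg C. Yellow fluorescence (Ex 488/Em 500-530) reported blocked Vif-mediated A3F-eYFP degradation.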
# LDHA block: blocks human lactate dehydrogenase A; 480,000 tested, 0.15% active; purified LDHA, NADH/diaphorase-resazurin fluorescence; stronger effect = lower value; activity change, % (values are at about 110 or 230 µM); in the data active = activity change below about -30%; inconclusive = mostly about -25% to -30%;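 note: plate controls were DMSO wells for no effect and wells without enzyme for full effect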
#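 Human LDH5 (2 nM) was incubated with 0.06 mM NADH and 0.2 mM pyruvate for 5 min at room temperature in Tris pH 7.4. Remaining NADH was coupled through diaphorase/resazurin, and resorufin fluorescence was read at 0 and 20 min.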
# D1 antagonist: antagonists of human D1 dopamine receptor; activity change, negative = inhibition, % at 10 µM; P21728; HEK293 TREx D1 cells, calcium flux, dopamine EC80; stronger effect = lower value; 360,000 tested, 3.2% active; in the data active = activity change below about -30%; note: % is set by controls: 0 for no effect and ±100 for the full control effect
#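 Tetracycline-induced HEK293 Trex D1 cells, force-coupled to calcium, dye-loaded; compounds added and read 180 s, then EC80 dopamine added and calcium flux tracked kinetically another 180 s.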
# Vif-A3G inh: blocks the Vif interaction with human APOBEC3G | Q9HC16 | HeLa A3G-eYFP + Vif (tagged APOBEC3G with the HIV-1 protein that degrades it), YFP fluorescence, overnight | Potency, µM (top dose mostly 46.1 µM), without a hit: top-dose activity, negative = active, actives largely listed as inhibitors | 410,000 tested, 0.076% active;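 note: potency is the fitted concentration of half-maximal effect; % is set by controls: 0 for no effect and ±100 for the full control effect; nearly all actives have a fitted effect of over 60% in size; hits raise eYFP signal because A3G escapes Vif-driven loss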
#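 Read-out is eYFP fluorescence (Ex 488/Em 500-530) from Vif-expressing HeLa A3G-eYFP cells; more signal means A3G escaped Vif-mediated degradation. Cells plated overnight, compound pinned in, incubated overnight at 37 deg C.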
# D1 PAM: human D1 dopamine receptor positive modulation. P21728. HEK293 TREx D1 cells, calcium flux, dopamine EC20 potentiation. potentiation, % at 10 µM. 360,000 tested, 0.036% active. AID 504651; in the data active = potentiation above about 30%; note: 0% is about no effect
# D2 potentiator: D2 dopamine receptor (human) potentiation; P14416; HEK293 T-REx D2, calcium flux, EC20 dopamine potentiation; potentiation, % at 10 µM; 340,000 tested, 0.34% active; AID 485347;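 active = potentiation over 3 SD above the plate norm, cut at about 30% in these data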; note: 0% is about no effect
# Target sequence (P14416 whole entry, looked up): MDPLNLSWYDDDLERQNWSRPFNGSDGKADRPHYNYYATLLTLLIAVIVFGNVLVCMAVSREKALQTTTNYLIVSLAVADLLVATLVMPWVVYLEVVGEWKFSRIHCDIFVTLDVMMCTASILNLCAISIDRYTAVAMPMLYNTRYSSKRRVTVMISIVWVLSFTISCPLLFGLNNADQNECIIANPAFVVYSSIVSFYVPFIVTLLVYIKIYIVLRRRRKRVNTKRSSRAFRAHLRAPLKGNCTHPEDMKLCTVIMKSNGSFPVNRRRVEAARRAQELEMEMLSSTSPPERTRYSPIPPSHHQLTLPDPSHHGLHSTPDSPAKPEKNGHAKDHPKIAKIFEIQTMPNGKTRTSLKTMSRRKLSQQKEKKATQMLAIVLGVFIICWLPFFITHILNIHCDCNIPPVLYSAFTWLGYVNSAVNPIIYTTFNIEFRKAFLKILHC
#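 Tetracycline-induced HEK293 T-REx cells force-coupled to calcium signalling expressed D2; compounds were pin-added after a 10 s baseline, read kinetically 180 s, then an EC20 dopamine challenge followed with a further 180 s calcium read.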
# RXFP1 agonist: activates the human relaxin receptor RXFP1; AID 2676; Potency, µM (highest dose often 57.5 µM), without a hit: top-dose activation, actives largely listed as activators; 370,000 tested, 0.3% active; HEK293T-RXFP1 cAMP TR-FRET, 30 min; response scale: percent of porcine relaxin response, buffer zero; Q9HBX9; note: potency is the fitted concentration of half-maximal effect; % is set by controls: 0 for no effect and ±100 for the full control effect; nearly all actives have a fitted effect of over 60% in size; many of its hits are not listed in these tables
#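 cAMP rise read by TR-FRET after 30 min, 37C compound exposure (up to 58 uM) in RXFP1-transfected HEK293 cells with Ro 20174 present. EC50 from Hill-equation fits, with 29 nM porcine relaxin as 100% and buffer as basal.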
# Starred values were filed as active, the others as inactive; ? = inconclusive; / = not tested or not shown; & = joins results of further samples. Unless noted, calls come from the whole dose curve; as a rule, active = well fitted curve in the direction sought with a large enough effect; inconclusive = small, poorly fitted or top-dose-only effect, or another doubt; inactive = no such curve, though single readings can be large; an effect the other way counts as inactive or inconclusive.
SMILES,GRP78 ERSR act,D1 agonist,Vif-APOBEC3F blk,LDHA block,D1 antagonist,Vif-A3G inh,D1 PAM,D2 potentiator,RXFP1 agonist
CC(=O)NS(=O)(=O)c1ccc(NC(=O)c2cc(-c3cccs3)nc3ccccc23)cc1,-2%,-1,-3%,-14,0,4%,-5,-17,1.4%
Cc1ccc(N2CCN(CCc3nc4cc(NS(C)(=O)=O)ccc4n3C)CC2)cc1,-6%,-1,4%,-15,-15,-3%,-2,-39,-0.1%
Cc1[nH]c(C)c(S(=O)(=O)Nc2cccc(Cl)c2C)c1C(=O)N1CCCCC1,-1%,1,0%,-3,-4,4%,-5,-1,1.6%
CC(C)Cn1c(CCC(N)=O)nnc1SC(C)C(=O)Nc1ccc2c(c1)OCO2 (stereo not given),-3%,4,0%,-3,-3,4%,-3,9,-0.6%
Cn1c(=O)c2c(nc(CN3CCN(C(=O)c4ccco4)CC3)n2CCCO)n(C)c1=O,-6%,1,3%,-4,-23,-2%,3,-2,?
O=C(NNC(=O)c1ccccc1O)c1ccc(Cl)c(S(=O)(=O)N2CCc3ccccc32)c1,2%,9,4%,-2,-33*,2%,1,3,0.0%
O=C(Cc1ccccc1)N/N=C/c1cccnc1,-6%,2,3%,-4,-15,4%,-1,-3,1.7%
Cc1sc(N/N=C/c2cccnc2)nc1-c1ccccc1,3%,3,-3%,-5,1,-6%,-4,-2,-0.1%
Cc1cccc(CSc2ncnc3ccccc23)c1,6%,3,2%,0,16,-3%,16,-5,10%
CCOC(=O)[C@@H]1[C@H]2COc3ccc(Br)cc3[C@H]2N2C(=O)N(c3ccc(Cl)cc3)C(=O)[C@]12C,-4%,/,1%,6,/,-2%,/,/,/
Cc1ccc(C(=O)CN2C(=O)NC3(CCCCCC3)C2=O)c(C)c1,0%,0,6%,-3,-9,0%,-4,-5,2.1%
Cc1ccc(C(=O)N/N=C/C2=Cc3ccccc3OC2C)cc1 (stereo not given),4%,1,0%,-7,1,-6%,-7,-19,0.7%
Cc1ccccc1N(CC(=O)NC1CCCCC1)C(=O)CNC(=O)c1cccs1,-2%,11,0%,-8,-1,0%,/,7,1.9%
O=C(c1ccccc1)c1ccc(OCC(O)CN2CCCCC2)cc1 (stereo not given),-4%,7,8%,-1,-7,0%,-2,11,0.5%
CN(c1ccccc1)S(=O)(=O)c1ccc(C(=O)NCC2CCCO2)cc1 (stereo not given),-3%,2,0%,-5,-1,-1%,6,-7,1.8%
COc1ccc(C(=O)NC(=S)N2CCN(c3ccc([N+](=O)[O-])cc3)CC2)cc1,-3%,5,0%,-7,-31*,-3%,-5,4,7.3%
COc1ccc(CCNC(=O)C(=O)NCC(c2cccs2)S(=O)(=O)c2ccccc2)cc1 (stereo not given),-3%,-1,1%,-13,/,-2%,-2,4,-1.9%
Cc1cccc(NC(=O)CSc2nc3[nH]ncc3c(=O)[nH]2)c1C,-1%,2,-1%,-4,21,0%,6,9,0.5%
COCCCNC(=O)C1CC(=O)N(Cc2ccc(OC)cc2)C1 (stereo not given),0%,5,-9%,-4,4,-3%,3,3,1.4%
COc1ccc(OC)c(C(=O)c2ccc(C(=O)N3CCN(Cc4csc(C)n4)CC3)cc2)c1,-6%,4,-2%,-10,-2,0%,-6,-3,4.9%
Cc1cc(N2CCCC2=O)cc(C)c1S(=O)(=O)Nc1c(C)nn(C)c1C,-3%,4,6%,0,-17,6%,6,-1,1.1%
COc1cc(/C(C)=N/N2CCN(Cc3ccc(C)cc3)CC2)ccc1O,-1%,1,15%,-5,-7,0%,-9,1,-0.3%
CCn1cc(S(=O)(=O)c2cc(C)cc(C)c2)c(=O)c2cc(F)c(N3CCOCC3)cc21,-1%,0,1%,-17,5,-6%,0,3,2.9%
Cc1cccc(N2CCN(C(=O)CN3C(=O)COc4ccc(S(=O)(=O)N5CCC(C)CC5)cc43)CC2C)c1 (stereo not given),-3%,0,-4%,-2,27,-2%,2,5,1.5%
CCc1cc(=O)oc2cc(OC(C)C(=O)NCC(O)c3ccccc3)c(Cl)cc12 (stereo not given),-3%,0,2%,0,0,?,0,6,-1.8%
Cc1cc(C(=O)NNS(=O)(=O)c2ccc(C(C)(C)C)cc2)nn1C(C)(C)C,-1%,2,-16%,1,9,-4%,-1,-22,-0.4%
Cc1ccc(C2CC2C(=O)NNC(=S)Nc2ccc(Cl)cc2)cc1 (stereo not given),-4%,0,4%,0,16,-1%,-8,-15,0.2%
O=C(CSc1ncnc2scc(-c3ccccc3)c12)NCc1ccc2c(c1)OCO2,-6%,1,5%,-7,-11,4%,-2,/,3.7%
O=C(NCc1ccco1)c1cc(Cl)nc(Cl)c1,1%,7,-3%,-6,14,-7%,/,-3,-0.5%
CC(/C=C/c1ccc(N(C)C)cc1)=N\N=C1\NC(=O)CC(C(=O)Nc2ccccc2)S1 (stereo not given),-4%,2,?,-3,0,-21%,0,-5,-1.4%
CCOC(=O)c1[nH]c(C)c(C(=O)NC(C)(C)C)c1C,2%,1,-3%,-6,-11,2%,2,7,0.0%
COc1ccccc1/C=C/C(=O)OCC(=O)NCCC1=CCCCC1,-3%,3,-6%,-2,/,-1%,-4,8,1.3%
O=S(=O)(Nc1ccc(OC(F)(F)F)cc1)c1ccc(N2CCCCS2(=O)=O)cc1,2%,29,5%,-2,-19,-4%,1,1,-0.6%
CC1(C)NC(=O)N(CC(O)COc2ccccc2C(=O)Nc2ccccc2)C1=O (stereo not given),-1%,-1,4%,0,-21,4%,-2,-5,0.6%
CC(=O)Nc1ccc(N2CCN(Cc3ccccc3)CC2)cc1,0%,4,6%,-4,2,-3%,2,-9,1.7%
Cc1cc(C)c(NC(=O)Cn2cnc3c(oc4ccccc43)c2=O)c(C)c1,0%&-1%,4&-1,-8%&0%,-4&-5,-14&-4,-2%&-3%,-4&-2,-8&-11,?
O=C(N/N=C/c1cc([N+](=O)[O-])c(N2CCOCC2)cc1N1CCOCC1)c1cccnc1,0%,0,0%,-9,-25,-4%,-3,-4,2.5%
O=C(COc1nncc2ccccc12)NCCC1=CCCCC1,1%,-1,/,3,-25,-8%,-4,-4,2.6%
CCOC(=O)c1cn(CC)c2cc(N3CCSCC3)c(F)cc2c1=O,-3%,2,7%,-1,3,0%,2,-7,1.2%
CSc1ccc(CCNC(=O)CCCn2nc(C)c3sc4ccccc4c3c2=O)cc1,-2%,8,1%,3,-69*,2%,-1,2,1.6%
Cc1cc(C)cc(NC(=O)COC(=O)CCc2ccc(S(=O)(=O)N3CCOCC3)cc2)c1,-4%,7,-29%,-6,3,-1%,-5,3,-0.1%
CC(C)c1cccc(C(C)C)c1NC(=O)CN(C)C1CCS(=O)(=O)C1 (stereo not given),-2%,0,0%,-5,-22,-3%,-1,-1,-3.2%
O=C(O)c1cccc(-c2ccc(/C=N/n3cnc4sc5c(c4c3=O)CCCC5)o2)c1,/,0,/,/,-2,/,2,-4,3.8%
Cc1c(NC(=S)NC(=O)c2ccc(-c3ccc(Cl)cc3)o2)cccc1C(=O)O,12%,-4,0%,3,-31*,0%,-5,-8,11%
O=C(Cn1ncc(Cl)c(Cl)c1=O)NC1CCCCC1,-15%,2,11%,-1,-37*,?,-11,12,1.9%
O=C(Nc1nnc(C2CCCCC2)s1)C1CC(=O)N(c2ccccc2)C1 (stereo not given),5%,4,0%,-2,-12,-1%,-5,-8,-0.8%
COc1ccc2c(c1)CCc1c(C(=O)NCc3ccc(F)cc3)noc1-2,-3%,12,-5%,0,11,0%,-5,-7,-0.6%
CCC1c2ccc(C)n2CCN1C(=O)Nc1ccccc1OC (stereo not given),4%,6,-4%,4,4,-13%,-1,4,-1.2%
Cc1noc(C)c1COc1ccccc1C(=O)N(C)CC(=O)Nc1ccc(F)c(F)c1F,-7%,0,0%,-10,-12,-5%,1,9,-2.5%
O=C(NCc1ccco1)c1cccc2c1C(=O)c1ccc(/C=C/c3ccccc3)cc1S2(=O)=O,-9%,/,?,3,/,?,/,/,/
CC(C)(C)c1ccc(OCC(=O)N2CCC(c3nc4ccccc4s3)CC2)cc1,1%,-2,1%,-7,1,-2%,-2,-7,-0.8%
Cc1nc(SCc2ccc(C(=O)O)cc2)nc2c1CCCC2,-13%,2,0%,-9,20,-1%,2,0,0.6%
COc1cc(NC(=O)CN2C(=O)C(c3ccc(C)cc3)=NC23CCCCCC3)cc(OC)c1,/,4,/,-8,15,/,5,-8,0.6%
CNc1oc(-c2ccccc2)nc1C#N,0%,3,6%,-3,7,1%,9,-16,2.2%
COc1ccccc1Cn1ccn(Cc2ccc(C)cc2)c(=O)c1=O,-2%,0,-3%,-12,-24,0%,-4,-9,0.8%
COc1ccc(/C=C(/NC(=O)c2ccc(Br)cc2)C(=O)Nc2cccc(C(=O)O)c2)cc1,-6%,/,-5%,-13,/,2%,/,/,/
CCc1noc(C)c1C(=O)NNC(=O)c1cc(OC)c(OC)c(OC)c1,-2%,2,6%,-6,0,0%,-8,-1,-0.1%
CCCCn1c(N)c(N(CCOC)C(=O)Cn2c(=O)cnc3ccccc32)c(=O)[nH]c1=O,-2%,3,-6%,-9,13,-15%,/,0,1.3%

# Some of the entries so far, with tabs:
Compound	GRP78 ERSR act	D1 agonist	Vif-APOBEC3F blk	LDHA block	D1 antagonist	Vif-A3G inh	D1 PAM	D2 potentiator	RXFP1 agonist
Cc1nc(SCc2ccc(C(=O)O)cc2)nc2c1CCCC2	-13%	2	0%	-9	20	-1%	2	0	0.6%
COc1cc(NC(=O)CN2C(=O)C(c3ccc(C)cc3)=NC23CCCCCC3)cc(OC)c1	/	4	/	-8	15	/	5	-8	0.6%
CNc1oc(-c2ccccc2)nc1C#N	0%	3	6%	-3	7	1%	9	-16	2.2%

# Source: PubChem

# These rows are one share of the data (hit frequency here may not be typical).
